High-throughput results: PubChem, several laboratories
GSK3beta inhib: inhibitors of human GSK3beta kinase; 300,000 compounds, 0.038% hits; P49841; activity score (negative = inhibition), % at 10 µM; GST-GSK3beta kinase, ADP-Glo luminescence, 60 min; hits give low values;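 active means more than half of replicate wells score below -50%, meaning over 50% inhibition versus plate controls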;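 further: 0% = median DMSO wells and -100% = median GW8510 positive control wells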
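Test system: GST-tagged human GSK3beta kinase, cell-free; evaluation: activity score scaled between in-plate DMSO and GW8510 controls; measured by: ADP-Glo luminescence; incubation: 60 min reaction, RT; benchmarks: DMSO and 20 µM GW8510; reagent: peptide substrate plus 25 µM ATP (final); medium: Tris/MgCl2 kinase buffer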
KCNQ1 act: potentiators or activators of human KCNQ1 potassium channel | P51787 | CHO-K1 KCNQ1, thallium flux FluxOR fluorescence; hits give high values | B-score at 10 µM | 310,000 compounds, 0.35% hits | AID 2648;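 active means fluorescence ratio B-score, a plate-corrected score, at least three library SD, with initial intensity B-score within 5 SD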
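System: Stable KCNQ1 CHO-K1 line | Incubation: 90 min dye loading and 20 min compound exposure, both at room temperature | Measure: Ratio B score | Medium: Assay buffer for compound exposure, DMSO matched across wells | Compound dosing: Single-concentration screen | Probe or stimulus: K+/Tl+ depolarizing stimulus | Measured by: Kinetic FluxOR fluorescence, 10 s baseline plus 110 s post-stimulus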
RGS4 pot: potentiators or activators of RGS4 | HEK293 M3R/inducible RGS4, carbachol calcium flux Fluo4; hits give low values | B-score at 10 µM | 310,000 compounds, 0.92% hits | AID 463111;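 active means B-score of the integrated calcium signal more than 4 SD below the library mean, with starting fluorescence not abnormally high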;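 further: negative B-score means reduced calcium response which marks RGS4 activation or potentiation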
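Material: Inducible-RGS4 HEK293 cells carrying M3 receptor; also added: carbachol at ECmax as muscarinic agonist stimulus; incubation: compound preincubation 20 min at room temperature before agonist; signal: Fluo4-AM (2 µM) calcium-flux fluorescence, kinetic read; measure: integrated calcium ratio converted to B score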
KCNK3 inh: human KCNK3 channel inhibition, primary screen. CHO-KCNK3 thallium flux, FluxOR fluorescence; hits give low values. O14649. B-score at 10 µM. 340,000 compounds, 0.84% hits;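 active means B-score under library mean minus 4 SD, starting fluorescence ratio at most library mean plus 5 SD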;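 further: more negative B-score means stronger inhibition of thallium flux through KCNK3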
PolyA inhibitor: inhibitors of polyadenylation in S. cerevisiae; S. cerevisiae SKY197-pL101 polyadenylation reporter, beta-gal luminescence; efflux-impaired pdr1/pdr3 knockout yeast; score 100 = 6 SD above DMSO; calls only at 12 µM; 300,000 compounds, 0.02% hits;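 active means lowest replicate activity score at least 50, where 100 means six control SD above control mean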;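 further: yeast exposed to compound for 9 h at 30 °C; higher score means more reporter readthrough which indicates perturbed polyadenylation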
Dyrk1A ADPGlo: Dyrk1A (rat) kinase inhibition. 310,000 compounds, 0.43% hits. inhibition, % at 12.5 µM. AID 504441. ADP-Glo luminescence, NFATc1 peptide; in the data active means inhibition above about 50%;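 further: plate controls were vehicle with enzyme for no effect and no enzyme for full effect; many of its hits are not listed in these tables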
hERG rescue: hERG (human) protection from proarrhythmic block; CHO-hERG, FluxOR thallium flux, dofetilide IC70 present; activation (rescue from dofetilide block), less the hit threshold, % at 10 µM; 310,000 compounds, 0.51% hits; AID 1511;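 active means activation above the mean of controls blocked by dofetilide plus 5 SD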;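 further: thallium influx through hERG after potassium depolarization seen as dye fluorescence rise; in these data hits start at about 4.7%; inactives centre near -7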
Target sequence (Q12809 whole entry, looked up): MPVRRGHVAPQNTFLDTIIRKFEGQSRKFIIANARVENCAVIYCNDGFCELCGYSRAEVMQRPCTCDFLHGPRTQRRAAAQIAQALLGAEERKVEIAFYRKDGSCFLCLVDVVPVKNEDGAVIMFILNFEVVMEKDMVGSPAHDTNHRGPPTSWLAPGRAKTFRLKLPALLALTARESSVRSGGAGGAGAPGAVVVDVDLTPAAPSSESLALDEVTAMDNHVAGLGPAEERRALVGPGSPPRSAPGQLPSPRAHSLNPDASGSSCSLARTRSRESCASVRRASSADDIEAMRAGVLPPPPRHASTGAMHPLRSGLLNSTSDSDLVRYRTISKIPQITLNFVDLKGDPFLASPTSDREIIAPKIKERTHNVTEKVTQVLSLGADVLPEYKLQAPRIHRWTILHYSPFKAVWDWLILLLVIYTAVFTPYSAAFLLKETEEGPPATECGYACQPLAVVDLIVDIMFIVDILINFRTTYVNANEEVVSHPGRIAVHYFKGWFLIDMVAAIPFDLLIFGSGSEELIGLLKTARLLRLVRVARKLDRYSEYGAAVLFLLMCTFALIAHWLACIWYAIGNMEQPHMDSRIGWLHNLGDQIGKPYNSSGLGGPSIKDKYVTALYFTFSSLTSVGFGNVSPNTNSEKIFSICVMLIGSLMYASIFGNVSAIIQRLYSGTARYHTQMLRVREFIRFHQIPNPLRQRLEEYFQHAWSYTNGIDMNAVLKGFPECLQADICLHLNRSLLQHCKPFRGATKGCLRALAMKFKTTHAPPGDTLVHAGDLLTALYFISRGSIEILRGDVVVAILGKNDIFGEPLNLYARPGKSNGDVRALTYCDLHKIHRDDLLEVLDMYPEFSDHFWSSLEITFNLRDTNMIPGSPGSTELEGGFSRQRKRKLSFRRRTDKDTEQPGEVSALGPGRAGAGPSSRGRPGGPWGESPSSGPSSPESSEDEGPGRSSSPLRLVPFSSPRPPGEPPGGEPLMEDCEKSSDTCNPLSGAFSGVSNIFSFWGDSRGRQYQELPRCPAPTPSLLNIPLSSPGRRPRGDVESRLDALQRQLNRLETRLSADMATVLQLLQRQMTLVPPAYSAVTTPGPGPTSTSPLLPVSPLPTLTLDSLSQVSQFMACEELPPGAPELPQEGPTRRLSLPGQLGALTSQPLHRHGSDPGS
KCNQ1 block: human KCNQ1 channel inhibition | P51787 | CHO-K1 KCNQ1, FluxOR thallium flux fluorescence; hits give high values | B-score at 10 µM | 310,000 compounds, 1.3% hits | AID 2642;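 active means compounds whose thallium flux B-score, printed positive for inhibition, exceeds three library SD while starting fluorescence stays within three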;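 further: channel opened by potassium depolarization with thallium stimulus after 20 min compound exposure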
GSK3A inh: human GSK-3 alpha kinase inhibition | inhibition, % at 10 µM | 320,000 compounds, 0.1% hits | ADP-Glo luminescence, 60 min | AID 2650;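 in the data active means inhibition above about 50%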;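 further: GST-tagged GSK-3 alpha with peptide substrate and 25 µM ATP; 0% = DMSO neutral wells and 100% = GW8510 positive control wells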
KCNK9 inh: human KCNK9 channel inhibition | HEK293 KCNK9, FluxOR thallium flux fluorescence; hits give low values | 310,000 compounds, 1.2% hits | B-score at 10 µM | Q9NPC2;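 active means ratio B-score over 3 SD below the library mean, with starting fluorescence within 5 SD of its mean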;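 further: negative B-score means less thallium flux so channel inhibition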
HDAC3 inhib: human HDAC3 inhibition; O15379; recombinant HDAC3, fluorogenic peptide/trypsin coupled, fluorescence; inhibition, % at 8.3 µM; 320,000 compounds, 0.15% hits; AID 2718; in the data active means inhibition above about 26%, passing the limit was not always enough
* = called active by the depositor; i = inactive; . = no result given.

The line under a structure holds: PolyA inhibitor	KCNK9 inh	KCNQ1 act	Dyrk1A ADPGlo	GSK3A inh	KCNK3 inh	RGS4 pot	KCNQ1 block	HDAC3 inhib	GSK3beta inhib	hERG rescue
- CC(C(=O)OCc1nnc(-c2ccccc2)o1)N1C(=O)C2CCCCC2C1=O (stereo unspecified)
 : i	i	i	-1	-1	i	i	i	-3	-9	-7
- CCS(=O)(=O)c1nc(S(=O)(=O)c2ccc(Cl)cc2)c(NCCN2CCOCC2)s1
 : i	i	i	4	-6	i	i	i	-4	-2	-9
- CCN(CC)C(=O)n1cnc(-c2ccccc2)c1-c1ccccc1
 : i	i	i	3	-1	i	i	i	-5	2	-9
- CCSCCc1nnc(NC(=O)Nc2cccc(C(F)(F)F)c2)s1
 : i	i	i	0	-1	i	i	9*	6	4	-15
- CCCCN(C(=O)c1ccc2c(c1)OCO2)c1ccccc1
 : i	i	i	-1	-2	i	i	i	7	2	-11
- CC(c1ccco1)N(C(=O)c1cccs1)c1ccccn1 (stereo unspecified)
 : i	i	i	-9	-1	i	i	i	7	2	-7
- Cc1ccc(C2=NN(C(=O)CCC(=O)O)C(c3ccc4c(c3)OCO4)C2)cc1 (stereo unspecified)
 : i	i	i	4	-4	i	i	i	4	-1	-8
- COc1cccc(C(=O)Nc2cccc(-c3ccc4nncn4n3)c2)c1OC
 : i	i	i	0	-1	i	i	i	-2	-3	-10
- Cn1c(=O)c2c(ncn2CC(=O)OCC(=O)Nc2ccccc2)n(C)c1=O
 : i	i	i	3	1	i	i	i	-6	0	-12
- COc1ccc(S(=O)(=O)N2CCC(N3CCN(Cc4ccccc4)CC3)CC2)cc1
 : i	i	i	-6	-4	i	-8*	i	-3	-3	-8
- O=C(CCN1CCN(c2ccccc2F)CC1)Nc1ccccc1F
 : i	i	i	6	3	i	i	i	5	0	0
- O=S(=O)(Nc1cccc(-c2nc3cccnc3s2)c1)c1cccs1
 : i	i	i	0	-3	i	i	i	-4	4	-8
- COCCOC(=O)/C=C1/NC(=O)CS1
 : i	i	i	6	4	i	i	i	-11	-1	-4
- CS(=O)(=O)N(CC(=O)Nc1ccc(F)cc1)C1CCCCC1
 : i	i	i	-1	0	i	i	i	0	0	-11
- Cc1ccc(NC(=O)CCC(=O)c2ccc(F)cc2)cc1Cl
 : i	i	i	10	.	i	i	i	1	1	-10
- COc1ccc(CCCc2nnc(SCC(=O)Nc3ccc(OC)cc3)o2)cc1
 : i	i	i	-3	-1	i	i	i	2	-1	-4
- O=C(CCc1nc2ccccc2c(=O)[nH]1)Nc1cccc(S(=O)(=O)N2CCCCC2)c1
 : i	i	i	3	0	i	i	i	-1	-1	-6
- NS(=O)(=O)c1cccc(NC(=O)Cn2nc(C(=O)O)c3ccccc3c2=O)c1
 : i	i	i	6	14	i	i	i	-8	-5	-13
- CCCOc1ccccc1C1NC(=O)NC(C)=C1C(=O)OCCOCC (stereo unspecified)
 : i	i	i	-1	1	i	i	i	5	1	-10
- O=C(Nc1nc(C2C3CC4CC(C3)CC2C4)cs1)c1cc2cc([N+](=O)[O-])ccc2oc1=O (stereo unspecified)
 : i	i	i	6	-3	i	i	i	-1	0	-7
- COc1cc2c(cc1NC(=O)Nc1ccc(C)cc1)oc1ccccc12
 : i	i	i	-6	-1	i	i	i	-5	2	-2
- Cc1ccc(CSCCNS(C)(=O)=O)cc1
 : i	i	i	6	-2	i	i	i	7	-1	-11
- O=C(O)c1ccc2c(=O)[nH]c(CCl)nc2c1
 : i	i	i	0	8	i	i	i	-3	-4	-11
- Cc1ccc(NC(=S)NNc2ncc(C(F)(F)F)cc2Cl)cc1
 : i	i	i	11	-2	i	i	i	4	3	-8

One compound at a time (already shown):
COCCOC(=O)/C=C1/NC(=O)CS1 across the screens: PolyA inhibitor: i; KCNK9 inh: i; KCNQ1 act: i; Dyrk1A ADPGlo: 6; GSK3A inh: 4; KCNK3 inh: i; RGS4 pot: i; KCNQ1 block: i; HDAC3 inhib: -11; GSK3beta inhib: -1; hERG rescue: -4
Cn1c(=O)c2c(ncn2CC(=O)OCC(=O)Nc2ccccc2)n(C)c1=O across the screens: PolyA inhibitor: i; KCNK9 inh: i; KCNQ1 act: i; Dyrk1A ADPGlo: 3; GSK3A inh: 1; KCNK3 inh: i; RGS4 pot: i; KCNQ1 block: i; HDAC3 inhib: -6; GSK3beta inhib: 0; hERG rescue: -12

Random excerpt: two compounds from above.
The line under a structure holds: PolyA inhibitor	KCNK9 inh	KCNQ1 act	Dyrk1A ADPGlo	GSK3A inh	KCNK3 inh	RGS4 pot	KCNQ1 block	HDAC3 inhib	GSK3beta inhib	hERG rescue
- CCCCN(C(=O)c1ccc2c(c1)OCO2)c1ccccc1
 : i	i	i	-1	-2	i	i	i	7	2	-11
- O=C(O)c1ccc2c(=O)[nH]c(CCl)nc2c1
 : i	i	i	0	8	i	i	i	-3	-4	-11

Not all compounds are listed (hit frequency here may not be typical).
